rCAG binder: molecules binding r(CAG) RNA repeats; r(CAG) RNA repeat, TO-PRO-1 dye displacement fluorescence; inhibition, % at 3 µM; 1.3% of 370,000 active;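 active = inhibition above the plate cutoff, the mean of all test compounds on that plate plus 3 SD, cut at about 35% in these data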;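 also: 0% = DMSO alone and 100% = 100 µM mitoxantrone as full dye displacement; higher means more dye released from RNA so lower well fluorescence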
GAA850 FXN act: activators of GAA850 frataxin (FXN) promoter; activation, % at 6 µM; HEK293 lucGAA850 FXN promoter luciferase reporter, 24 h; percent of 10 µM SAHA response; 0.56% of 360,000 active;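 active = activation above the average of all compounds screened plus 3 SD, cutoff fixed separately per campaign, cut at about 7.5% in these data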;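 also: 0% = DMSO wells and 100% = 10 µM SAHA wells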
proKLK7 act: proKLK7 (human) activation, primary screen; 0.9% of 370,000 active; AID 652039; activation, % at 7 µM; purified proKLK7, EDANS-DABCYL substrate fluorescence; 100% is mature enzyme control, 0% vehicle;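 active = activation above the mean of all tested compounds plus 3 SD, computed per campaign excluding outliers beyond control limits, cut at about 13% in these data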
ARFGAP1 inhibitor: inhibits rat ARF GTPase activating protein 1; Arfgap1-stimulated ARF1 GTP hydrolysis, GDP FP detection; AID 651572; 0.26% of 360,000 active; inhibition, % at 16.5 µM;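 active = inhibition above a per-plate limit, mean inhibition of low control wells plus 3 SD, cut at about 25% in these data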;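 also: 0% = DMSO wells with enzyme and 100% = wells lacking Arfgap1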
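Assay system: Rat Arfgap1 GAP domain (His6, aa 1-136), purified enzyme | Buffer or medium: HEPES 25 mM pH 7.5, NaCl 150 mM, MgCl2, DTT | Schedule: GTP hydrolysis reaction 2 h at 25 °C | Signal: FP of antibody-bound GDP Alexa 633 tracer, ex 620/em 688 nm | Measure: Percent inhibition of Arfgap1-stimulated GTP hydrolysis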
GC-B act: GC-B (human) receptor activation; HEK293-GC-B cells, CNP EC30, cGMP TR-FRET; 0% at EC30 CNP, 100% saturating CNP; P20594; 0.11% of 370,000 active; AID 1920062; activation, % at 10 µM;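 active = activation at 10 µM reaching about 35% in either raw or pattern-adjusted values, limit read from the data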
Target sequence (P20594 whole entry, looked up): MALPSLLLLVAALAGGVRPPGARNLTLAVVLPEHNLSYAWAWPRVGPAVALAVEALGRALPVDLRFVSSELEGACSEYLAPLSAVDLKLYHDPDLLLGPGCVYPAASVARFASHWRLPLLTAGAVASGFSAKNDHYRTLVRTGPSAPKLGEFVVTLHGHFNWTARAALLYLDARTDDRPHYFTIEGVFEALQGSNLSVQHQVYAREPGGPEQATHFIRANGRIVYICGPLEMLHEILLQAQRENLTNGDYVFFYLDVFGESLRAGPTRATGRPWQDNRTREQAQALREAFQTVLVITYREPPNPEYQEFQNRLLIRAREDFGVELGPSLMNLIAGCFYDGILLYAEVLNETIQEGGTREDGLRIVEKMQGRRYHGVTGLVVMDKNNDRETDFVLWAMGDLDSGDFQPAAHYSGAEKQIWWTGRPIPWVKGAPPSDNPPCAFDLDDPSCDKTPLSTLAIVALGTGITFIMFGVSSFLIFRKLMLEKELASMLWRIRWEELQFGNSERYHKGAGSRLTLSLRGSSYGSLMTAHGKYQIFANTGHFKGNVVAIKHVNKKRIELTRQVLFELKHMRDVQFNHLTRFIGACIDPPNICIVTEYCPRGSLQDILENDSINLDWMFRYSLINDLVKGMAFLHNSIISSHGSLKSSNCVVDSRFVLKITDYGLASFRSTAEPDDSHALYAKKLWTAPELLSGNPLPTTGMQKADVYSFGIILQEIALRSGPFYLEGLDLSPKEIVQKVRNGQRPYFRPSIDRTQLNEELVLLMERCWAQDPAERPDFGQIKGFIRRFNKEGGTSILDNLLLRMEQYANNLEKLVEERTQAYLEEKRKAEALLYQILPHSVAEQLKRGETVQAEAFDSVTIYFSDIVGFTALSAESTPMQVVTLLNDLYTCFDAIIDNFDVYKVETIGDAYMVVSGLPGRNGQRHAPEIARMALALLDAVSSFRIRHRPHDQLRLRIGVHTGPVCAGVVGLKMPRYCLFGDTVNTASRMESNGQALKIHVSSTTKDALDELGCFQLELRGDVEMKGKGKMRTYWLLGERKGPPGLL
ASAP1 GAP inh: inhibitors of human ASAP1 ArfGAP activity | Q9ULH1 | ASAP1-stimulated ARF1 GTP hydrolysis, GDP FP detection | inhibition, % at 16.5 µM | 0.19% of 360,000 active | AID 624377; in the data active = inhibition above about 25%;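 also: 0% = vehicle with enzyme and substrate and 100% = no enzyme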
sPLA2-III inh: Blocks human group III sPLA2 activity; Q9NZ20; QFRET BODIPY PC-A2 liposome hydrolysis, fluorescence; inhibition, % at 12.2 µM; 0.56% of 370,000 active;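 active = inhibition above mean plus 3 SD of compounds lying within the high and low control bounds, cut at about 19% in these data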;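 also: 0% = median of test compound wells and 100% = no enzyme DMSO wells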
GC-A act: GC-A (human) enzyme activation | activation, % at 10 µM | P16066 | AID 1671463 | HEK293 GC-A cells, cGMP TR-FRET, EC30 ANP; 0% at EC30 ANP, 100% saturating ANP | 0.14% of 370,000 active; in the data active = activation above about 40%
ADAM10 inh: inhibits human ADAM10. 0.62% of 370,000 active. recombinant ADAM10, EDANS/DABCYL FRET peptide cleavage, 3 h. inhibition, % at 7 µM;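 active = inhibition above a per-campaign cutoff equal to the mean of compounds falling between control-based bounds plus 3 SD, cut at about 20% in these data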;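 also: 0% = DMSO wells while the 100% control is not disclosed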
DDE Tn6 FP inh: inhibitors of Tn6 peptide binding to human fibrin DD(E); P02675; Fibrin DD(E) TRITC-Tn6 fluorescence polarization displacement; 0.21% of 370,000 active; inhibition, % at 8.3 µM;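 active = inhibition above a per-campaign cutoff: mean of compounds within control limits plus 3 SD, cut at about 15% in these data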;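 also: 0% = median of all compound wells on the plate and 100% = blocking peptide control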
The depositor's hits bear a star; i = inactive; nt = no result given.

item	Structure	rCAG binder	GAA850 FXN act	proKLK7 act	ARFGAP1 inhibitor	GC-B act	ASAP1 GAP inh	sPLA2-III inh	GC-A act	ADAM10 inh	DDE Tn6 FP inh
1	COc1ccc(S(=O)(=O)N2CCC(C(N)=O)CC2)cc1	3	-2.4	0.1	8	3	1	2	15	-3	-8
2	CN(C)C(=O)N1CCNCC1	1	0.3	0.1	-2	0	22	9	-1	-4	0
3	O=C(Cn1ccccc1=O)c1cccs1	1	0.2	-0.2	2	1	7	1	-2	1	-7
4	Cc1ccc(CS(=O)(=O)c2ccccc2-c2nnc(-c3ccc(Cl)cc3)o2)cc1	5	1.6	0.2	-4	30	12	7	-3	-7	7
5	Cc1[nH]c2ccccc2c1CCNC(=O)c1ccc2c(c1[N+](=O)[O-])C(=O)c1ccccc1C2=O	21	-6.7	-0.4	11	17	12	-4	5	10	-8
6	COc1cccc2c1C(=O)C[C@]1(CCCC[C@@H]1C)O2	-5	1.0	-0.1	-2	0	-4	-1	0	-24	5
7	Cc1oc2c(C)c3oc(=O)c4c(c3cc2c1C)CCC4	3	0.5	-0.2	7	-6	3	0	-3	-11	-2
8	COc1ccc(CC(=O)OCC(=O)Nc2cc(S(=O)(=O)N3CCOCC3)ccc2N2CCCC2)cc1	3	0.5	0.7	6	4	4	-4	3	-9	-4
9	COc1ccc(C(=O)NCC(c2cccnc2)N2CCN(c3ccc(F)cc3)CC2)cc1OC (configuration not stated)	2	-1.1	0.5	-2	3	-3	-6	2	-7	7
10	Cc1nc(-c2noc(-c3ccccc3Cl)n2)c(C(F)(F)F)o1	-2	1.5	-0.3	7	-5	2	-6	-1	1	-4
11	CCCCCNC(=O)c1nc(-c2c(F)cccc2F)oc1-c1ccccc1	4	nt	-0.6	-1	5	10	5	4	-5	4
12	CCC(=O)NC(Nc1cc(C)cc(C)n1)(C(F)(F)F)C(F)(F)F	-1	2.5	0.6	5	6	5	2	1	7	-4
13	CC(C)OP(=O)(c1ccc(N(C)C)cc1)C(O)c1ccc(N(C)C)cc1 (configuration not stated)	-8	2.5	0.3	7	-4	-8	0	-2	2	3
14	CCOC(=O)c1sc(N/N=C/c2cc(Br)c(O)c(OC)c2)nc1C	48*	2.4	-0.7	2	-17	4	-2	7	-17	-6
15	COc1ccc(C2OC(=O)C(C)(C)C(=O)C2(C)C)cc1OC (configuration not stated)	-3	1.2	-0.4	-9	6	-5	-5	1	3	-9
16	CC(C)Cc1nc2ccc(N)cc2[nH]1	1	-0.9	-0.1	8	4	-4	2	-7	-8	1
17	COc1ccc(CN2CCC(=O)N([C@H](CO)Cc3ccccc3)CC2)cc1	-10	0.8	0.1	0	1	-6	-4	0	-7	-3
18	Nc1nnc(SCC(=O)OCc2ccc(F)cc2)s1	-2	2.1	-0.2	6	-2	-5	-1	4	1	-3
19	COC(=O)c1ccc(CSc2nnc(CNC(=O)c3cccs3)o2)o1	1	0.1	-0.2	-2	2	4	1	-7	11	1
20	C=C(C)CSc1cc(C)nc2c(-c3ccccc3)c(C)nn12	-2	1.6	0.3	4	1	-2	-4	0	0	-4
21	CC(=O)c1c(C)[nH]c(C(=O)OCC(=O)Nc2sc3c(c2C#N)CCCC3)c1C	20	2.6	-0.1	-7	2	14	1	-3	-6	-4
22	Cc1cccc(N(C(=O)c2ccc(Cl)cc2)C2CS(=O)(=O)CC2OC(=O)c2ccc(Cl)cc2)c1 (configuration not stated)	1	-6.4	-0.3	-5	-14	-8	11	-9	-2	2
23	COc1cc2cc(C#N)c(SCC(=O)N3CCOCC3)nc2cc1OC	4	7.3	1.0	4	-1	-16	-2	1	-54	4
24	Cc1ccc(C)c(-c2nc3ccc(N)cc3[nH]2)c1	3	3.4	-1.0	9	0	6	9	-1	i	-2
25	C[C@H]1C=C(C(=O)NCc2nc3ccccc3[nH]2)O[C@@H](OCCCCO)C1	8	-2.1	0.6	5	-1	5	9	1	-3	-5
26	COc1cc(C(CC(=O)Nc2ccc(Cl)cn2)N2Cc3ccccc3C2=O)cc(OC)c1OC (configuration not stated)	7	0.7	-0.6	-2	-6	-13	-1	-3	14	-3
27	CCOc1cc(C(=O)CSc2nnc(CNc3ccc(Cl)cc3)o2)ccc1NC(=O)CC	3	-4.7	0.2	9	nt	4	-31	nt	-9	-6
28	CCOC(=O)Cc1csc(NS(=O)(=O)c2ccc(OC)cc2)n1	5	1.9	0.4	9	1	-6	-2	1	-12	-3
29	CC[N+](CC)(CC#Cc1ccccc1)CC(=O)c1ccc(Cl)cc1	-3	1.9	0.1	-2	-6	7	-3	-7	0	-3
30	O=C1NC[C@@H](CCCCN2CCN(CCc3ccccc3)C(=O)C2=O)N(Cc2ccccc2)C1=O	3	nt	0.4	12	5	4	5	0	-7	-3
31	CCSc1nnc(CCNS(=O)(=O)c2ccc(C(C)=O)cc2)n1C	4	-0.2	-0.1	-8	7	-2	-1	5	1	7
32	CC(=O)Nc1ccc(NC(=O)C(C)OC(=O)CSCc2cccc(Cl)c2)cc1 (configuration not stated)	-2	-0.7	0.2	14	4	4	-6	-3	-2	-6
33	COC(=O)CC1C(=O)NCCN1C(=O)c1cc([N+](=O)[O-])ccc1Cl (configuration not stated)	-1	0.8	0.4	1	2	-2	16	2	1	4
34	O=C(NCc1cccnc1)c1ccc2c(c1)N(Cc1ccccc1)CCS2	5	1.7	-9.0	-5	-1	-13	-9	0	i	3
35	CNC(=O)NNC(=O)c1nc(-c2ccccc2)c(C)o1	-1	0.5	0.3	0	-3	10	5	-4	-9	3
36	O=C1CC(C(=O)Nc2ccc(F)cc2)S/C(=N\N=C\c2ccco2)N1 (configuration not stated)	10	-0.5	-0.3	8	-9	3	3	-6	14	3
37	CCN(CC)CC(=O)Nc1ccc(-c2ccc(NC(=O)CN(CC)CC)c(OC)c2)cc1OC	1	-0.1	-0.3	3	12	12	1	1	-8	-9
38	CC(C)CN1C(=O)NC(NC(=O)c2ccco2)(C(F)(F)F)C1=O (configuration not stated)	2	3.6	-0.7	1	4	9	0	-4	5	4
39	CC12CCC(C(=O)NCCCn3ccnc3)(OC1=O)C2(C)C (configuration not stated)	-4	-1.8	0.2	-2	0	2	4	-1	-1	0
40	Cc1cccc(OCC(O)Cn2c(N3CCCCC3)nc3c2c(=O)[nH]c(=O)n3C)c1 (configuration not stated)	-3	0.1	-0.1	11	-8	1	1	-24	0	5
41	Cc1ccc(-n2nnc3c(SCC(=O)NCc4ccco4)ncnc32)cc1	8	-1.1	1.0	-2	-6	-3	-18	1	-5	-2
42	O=C(N/N=C/c1cccc([N+](=O)[O-])c1)c1ccccc1-n1cccc1	-2	-0.3	-0.2	3	-3	-19	-7	1	-1	4
43	O=S(=O)(CCN1CCN(c2ccccn2)CC1)c1ccc(F)cc1	-4	1.1	1.2	-10	-12	-11	2	1	9	-6
44	CN=c1scc(-c2c[nH]c3ccccc23)n1C	7	1.0	-0.7	-4	-15	-2	-2	-12	-7	-4

Exported with two lines to a compound: 12 of the compounds above.
Order of results: rCAG binder	GAA850 FXN act	proKLK7 act	ARFGAP1 inhibitor	GC-B act	ASAP1 GAP inh	sPLA2-III inh	GC-A act	ADAM10 inh	DDE Tn6 FP inh
1	COc1ccc(S(=O)(=O)N2CCC(C(N)=O)CC2)cc1
 : 3	-2.4	0.1	8	3	1	2	15	-3	-8
2	CN(C)C(=O)N1CCNCC1
 : 1	0.3	0.1	-2	0	22	9	-1	-4	0
3	O=C(Cn1ccccc1=O)c1cccs1
 : 1	0.2	-0.2	2	1	7	1	-2	1	-7
4	Cc1ccc(CS(=O)(=O)c2ccccc2-c2nnc(-c3ccc(Cl)cc3)o2)cc1
 : 5	1.6	0.2	-4	30	12	7	-3	-7	7
5	Cc1[nH]c2ccccc2c1CCNC(=O)c1ccc2c(c1[N+](=O)[O-])C(=O)c1ccccc1C2=O
 : 21	-6.7	-0.4	11	17	12	-4	5	10	-8
6	COc1cccc2c1C(=O)C[C@]1(CCCC[C@@H]1C)O2
 : -5	1.0	-0.1	-2	0	-4	-1	0	-24	5
7	Cc1oc2c(C)c3oc(=O)c4c(c3cc2c1C)CCC4
 : 3	0.5	-0.2	7	-6	3	0	-3	-11	-2
8	COc1ccc(CC(=O)OCC(=O)Nc2cc(S(=O)(=O)N3CCOCC3)ccc2N2CCCC2)cc1
 : 3	0.5	0.7	6	4	4	-4	3	-9	-4
9	COc1ccc(C(=O)NCC(c2cccnc2)N2CCN(c3ccc(F)cc3)CC2)cc1OC (configuration not stated)
 : 2	-1.1	0.5	-2	3	-3	-6	2	-7	7
10	Cc1nc(-c2noc(-c3ccccc3Cl)n2)c(C(F)(F)F)o1
 : -2	1.5	-0.3	7	-5	2	-6	-1	1	-4
11	CCCCCNC(=O)c1nc(-c2c(F)cccc2F)oc1-c1ccccc1
 : 4	nt	-0.6	-1	5	10	5	4	-5	4
12	CCC(=O)NC(Nc1cc(C)cc(C)n1)(C(F)(F)F)C(F)(F)F
 : -1	2.5	0.6	5	6	5	2	1	7	-4

High-throughput results (PubChem)
